EPAC2 antag = qHTS for Antagonist of cAMP-regulated guanine nucleotide exchange factor 2 (EPAC2): primary screen. Rap guanine nucleotide exchange factor 4 (Homo sapiens), Q8WZA2. actives 0.18% (n = 360,000). EPAC2 GEF exchange of Rap1B-BODIPY-GDP, fluorescence. AID 720708, 2013. Potency, µM (doses to about 114 µM), for the others: at the highest dose activity, negative = inhibition, hits mostly inhibitors; further: potency means the concentration at half of the fitted maximal effect; on the % scale 0 is the no-effect control and ±100 the full control effect; nearly all actives have a fitted effect of over 45% in size; many of its hits are not listed in these tables
Target sequence (Q8WZA2 whole entry, looked up): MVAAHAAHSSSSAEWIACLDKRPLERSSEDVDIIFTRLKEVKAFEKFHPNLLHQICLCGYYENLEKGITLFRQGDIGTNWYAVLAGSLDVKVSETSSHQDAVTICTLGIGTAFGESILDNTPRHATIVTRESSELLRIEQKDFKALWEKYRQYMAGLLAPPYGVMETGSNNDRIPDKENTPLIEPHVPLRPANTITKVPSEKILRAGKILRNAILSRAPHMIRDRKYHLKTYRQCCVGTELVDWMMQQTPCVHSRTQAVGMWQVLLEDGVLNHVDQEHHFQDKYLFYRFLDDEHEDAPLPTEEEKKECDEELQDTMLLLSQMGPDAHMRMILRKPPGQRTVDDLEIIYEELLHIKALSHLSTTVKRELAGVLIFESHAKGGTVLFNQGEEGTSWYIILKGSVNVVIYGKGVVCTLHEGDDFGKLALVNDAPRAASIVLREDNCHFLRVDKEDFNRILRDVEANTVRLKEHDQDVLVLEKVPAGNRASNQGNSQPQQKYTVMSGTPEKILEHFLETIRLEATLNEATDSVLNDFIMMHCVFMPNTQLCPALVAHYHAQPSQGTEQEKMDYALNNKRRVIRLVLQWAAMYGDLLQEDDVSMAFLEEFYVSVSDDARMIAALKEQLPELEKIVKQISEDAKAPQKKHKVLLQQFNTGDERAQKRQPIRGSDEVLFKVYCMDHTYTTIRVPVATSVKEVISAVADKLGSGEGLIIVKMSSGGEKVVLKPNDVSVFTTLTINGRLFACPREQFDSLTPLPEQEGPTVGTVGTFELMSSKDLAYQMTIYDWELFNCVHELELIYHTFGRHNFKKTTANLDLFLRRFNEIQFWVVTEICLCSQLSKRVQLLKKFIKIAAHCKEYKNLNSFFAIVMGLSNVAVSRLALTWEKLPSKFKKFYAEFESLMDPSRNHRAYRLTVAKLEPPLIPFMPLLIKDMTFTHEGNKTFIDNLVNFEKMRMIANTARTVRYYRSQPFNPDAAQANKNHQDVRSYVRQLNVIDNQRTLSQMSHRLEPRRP
D3 antag = qHTS of D3 Dopamine Receptor Antagonist: qHTS. D(3) dopamine receptor (Homo sapiens), P35462. D3R cells, DiscoveRx beta-arrestin luminescence, antagonist mode; stronger effect = lower value. max response, negative = inhibition, %. actives 2.5% (n = 360,000). AID 652054, 2013; in the data active means max response below about -50%; inconclusive means no clear call, values can overlap the other calls; further: on the % scale 0 is the no-effect control and ±100 the full control effect; mostly tested at two doses, the higher about 12 µM
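Cells plated overnight at 1500 cells/well, then exposed to library compounds with dopamine controls for 90 minutes at 37 degrees C. DiscoveRx reagent added for 30–60 minutes at room temperature; luminescence read, quantitative HTS format.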
CCT modulator = High-Throughput Screening for Modulators of Cytosolic Chaperonin Activity; actives 0.3% (n = 360,000); AID 651819, 2012; activity change, % (concentration not given with the values), hits read low; purified chaperonin ATPase assay, HTRF ADP detection, 30 min; in the data active means activity change below about -30%; further: on the % scale 0 is the no-effect control and ±100 the full control effect
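Enzyme 40 or 20 nM (batch-dependent) in Tris pH 7.4/KCl/MgCl2/DTT; cpd 76 uM single point; ATP 10 uM; 30 min 37 °C; Transcreener ADP HTRF detection, 30 min RT; ratio 665/615.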
Akt phos inh = HTS Assay for Inhibitors of Akt Phophorylation: Primary Screen | Neuro2A IGF-stimulated pAkt S473 HTRF, 20 min; stronger effect = lower value | activity change, % for hits at 50 µM | actives 0.32% (n = 360,000) | AID 651550, 2012; in the data active means activity change below about -80%; inconclusive means mostly about -51% to -80%; further: on the % scale 0 is the no-effect control and ±100 the full control effect
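Neuro2A cells in DMEM with 0.5% FBS, overnight at 37 deg C, given compound at single 50 µM final, then IGF (6 nM final) for 20 min at 37 deg C. Lysed; phospho-Akt Ser473 by HTRF after 24 h, 665/615 ratio.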
EPAC2 agonist = qHTS for Agonist of cAMP-regulated guanine nucleotide exchange factor 4 (EPAC2): primary screen. actives 0.079% (n = 360,000). EPAC2 activation, biochemical qHTS; response scale: 100% = 6.5 mM cAMP response. Potency, µM (doses to about 154 µM), for the others: at the highest dose activation, actives largely listed as activators. Rap guanine nucleotide exchange factor 4 (Homo sapiens), Q8WZA2; further: potency means the concentration at half of the fitted maximal effect; nearly all actives have a fitted effect of over 50% in size
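Readout is BODIPY fluorescence (480 nm excitation, 540 nm emission), which falls as labeled GDP is exchanged off Rap1B. EPAC2 at 100 nM acted on 250 nM RAP1B-BODIPY-GDP with 50 uM GDP present.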
PTHR1 agonist = qHTS for PTHR1 Agonists: Primary Screen | Potency, µM (top dose mostly 115 µM), for the others: at the highest dose activation, usual class: activators | Parathyroid hormone/parathyroid hormone-related peptide receptor (Homo sapiens), Q03431 | actives 0.075% (n = 410,000) | AID 743266, 2014 | HEK293 GP2 PTHR1 cells, GloSensor cAMP luminescence, 1 h; further: potency means the concentration at half of the fitted maximal effect; nearly all actives have a fitted effect of over 55% in size; some results filed as inactive show a strong effect at the top dose; inactives centre near -15; many of its hits are not listed in these tables
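HEK-293-derived GP2 cells expressing PTHR1 and a GloSensor cAMP reporter, 3,000/well, plated overnight, given luciferin plus IBMX (each 0.5 mM as added) for 1 h at 37 °C, then compound for 1 h at 37 °C. Luminescence was read after 15 min at room temperature.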
Mm-Cpn inhibitor = Inhibitors of TCP-1 ring complex (TRiC) of Methanococcus maripaludis (MmCpn): qHTS | Potency, µM (doses to about 76.9 µM), for inactives: at the highest dose activity, negative = inhibition, usual class: inhibitors | purified Mm-Cpn ATPase, ADP Transcreener TR-FRET | actives 0.031% (n = 330,000); further: potency means the concentration at half of the fitted maximal effect; on the % scale 0 is the no-effect control and ±100 the full control effect; nearly all actives have a fitted effect of over 80% in size
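Reaction buffer contained 30 mM Tris pH 7.4, 100 mM KCl, 5 mM MgCl2 and 1 mM DTT. Mm-CPN (25 nM final) hydrolysed 10 uM ATP over 30 min at 37°C; ADP was read by HTRF.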
DRD3 agonist = qHTS of D3 Dopamine Receptor Agonist: qHTS. max activation, %. D(3) dopamine receptor (Homo sapiens), P35462. actives 0.58% (n = 410,000). D3R DiscoveRx beta-arrestin cells, luminescence, 90 min; in the data active means max activation above about 30%; further: 0% is about no effect; mostly tested at two doses, the higher about 12 µM
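Agonist mode: compounds and dopamine controls were applied to plated cells for 90 min at 37 degrees C after an overnight attachment at 1500 cells/well. Luminescent read-out followed 30 - 60 minutes at room temperature with DiscoveRx detection reagent.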
* = called active by the depositor; [ ] = dose if it differs, or a comment. Unless noted, the call rests on the fitted dose curve; in most records, active means well fitted curve in the direction sought with a large enough effect; inconclusive means small, poorly fitted or top-dose-only effect, or another doubt; inactive means no such curve, though single readings can be large; an effect the other way counts as inactive or inconclusive.

Results for OCCC1CN(Cc2ccc3nsnc3c2)CCN1CCc1ccccc1 (centres undefined) ?
EPAC2 antag: -11.5%; D3 antag: -20.5; CCT modulator: 0.4; Akt phos inh: inactive; EPAC2 agonist: 3.9%; PTHR1 agonist: -18.8%; Mm-Cpn inhibitor: -6.0%; DRD3 agonist: -20.7

How did COC(=O)c1ccc(N2C(=O)C3CC=CC(C)C3C2=O)cc1 (centres undefined) do in these assays?
EPAC2 antag: 3.1%; D3 antag: -6.8; CCT modulator: -2.3; Akt phos inh: inactive; EPAC2 agonist: 8.4%; PTHR1 agonist: -27.9%; Mm-Cpn inhibitor: -2.3%; DRD3 agonist: 3.5

Results for COc1cccc(C(=O)C2CCCN(C(=O)c3ccc(C#CC(C)(C)O)cc3)C2)c1 (centres undefined) ?
EPAC2 antag: 1.9%; D3 antag: 7.6; CCT modulator: 1.2; Akt phos inh: inactive; EPAC2 agonist: -2.1%; PTHR1 agonist: -23.3%; Mm-Cpn inhibitor: 0.1%; DRD3 agonist: 2.7

What do the screens show for `COc1ccc(Cl)cc1NC(=O)CN1CCN(S(=O)(=O)N2CCCCC2)CC1`?
EPAC2 antag: 2.9%; D3 antag: 0.5; CCT modulator: -0.8; Akt phos inh: inactive; EPAC2 agonist: 0.8%; PTHR1 agonist: inconclusive; Mm-Cpn inhibitor: 1.8%; DRD3 agonist: -4.6

Results for CC(=O)C1=C(O)CC(c2ccccc2)CC1=NCCc1c(C)[nH]c2ccc(C)cc12 (centres undefined) ?
EPAC2 antag: 1.9%; D3 antag: -9.4; CCT modulator: -0.5; Akt phos inh: inactive; EPAC2 agonist: -1.7%; PTHR1 agonist: inactive; Mm-Cpn inhibitor: -2.4%; DRD3 agonist: -8.1

Results for CCn1c(SCC(=O)NNC(=O)c2ccco2)nnc1-c1ccco1 ?
EPAC2 antag: 1.0%; D3 antag: 5.5; CCT modulator: -1.7; Akt phos inh: inactive; EPAC2 agonist: -3.5%; PTHR1 agonist: -1.5%; Mm-Cpn inhibitor: -12.9%; DRD3 agonist: -2.6

What do the screens show for `COc1ccccc1Cc1c(-c2ccc(C#N)cc2)nc2c3ccccc3ccn12`?
EPAC2 antag: -28.3%; D3 antag: 0.0; CCT modulator: 0.8; Akt phos inh: inactive; EPAC2 agonist: -12.4%; PTHR1 agonist: 19.3%; DRD3 agonist: -15.9

How did O=c1cc(-c2ccco2)oc2c1ccc1ccccc12 do in these assays?
EPAC2 antag: -4.1%; D3 antag: 4.1; CCT modulator: 0.5; Akt phos inh: inactive; EPAC2 agonist: 9.4%; PTHR1 agonist: -9.6%; Mm-Cpn inhibitor: -2.2%; DRD3 agonist: -4.6

How did CC(=O)c1sc(NC(=O)c2c(F)cccc2F)nc1-c1ccccc1 do in these assays?
EPAC2 antag: -0.3%; D3 antag: -9.4; CCT modulator: -7.1; Akt phos inh: inactive; EPAC2 agonist: 8.3%; PTHR1 agonist: -13.0%; Mm-Cpn inhibitor: -1.0%; DRD3 agonist: 0.5

How did CC(=O)c1sc(NC(=O)CCCOc2ccccc2C)nc1C do in these assays?
EPAC2 antag: -3.4%; D3 antag: -1.4; CCT modulator: 0.7; Akt phos inh: inactive; EPAC2 agonist: 6.4%; PTHR1 agonist: inactive; Mm-Cpn inhibitor: -4.5%; DRD3 agonist: -2.8

Taken from the results shown (2 entries):
How did COC(=O)c1ccc(N2C(=O)C3CC=CC(C)C3C2=O)cc1 (centres undefined) do in these assays?
EPAC2 antag: 3.1%; D3 antag: -6.8; CCT modulator: -2.3; Akt phos inh: inactive; EPAC2 agonist: 8.4%; PTHR1 agonist: -27.9%; Mm-Cpn inhibitor: -2.3%; DRD3 agonist: 3.5

Results for COc1cccc(C(=O)C2CCCN(C(=O)c3ccc(C#CC(C)(C)O)cc3)C2)c1 (centres undefined) ?
EPAC2 antag: 1.9%; D3 antag: 7.6; CCT modulator: 1.2; Akt phos inh: inactive; EPAC2 agonist: -2.1%; PTHR1 agonist: -23.3%; Mm-Cpn inhibitor: 0.1%; DRD3 agonist: 2.7

Next section.
How did Cn1c(=O)cc(OCC(=O)N2CCCc3ccccc32)c2ccccc21 do in these assays?
EPAC2 antag: 12.3%; D3 antag: -7.8; CCT modulator: 0.4; Akt phos inh: inactive; EPAC2 agonist: -5.3%; PTHR1 agonist: -12.1%[57.5 µM]; Mm-Cpn inhibitor: -7.2%; DRD3 agonist: 18.6

What do the screens show for `Cc1ccccc1NNC(=O)C(=O)NNc1ccccc1C`?
EPAC2 antag: 6.3%; D3 antag: -22.6; CCT modulator: -0.4; Akt phos inh: inactive; EPAC2 agonist: 9.4%; PTHR1 agonist: -19.9%; Mm-Cpn inhibitor: 0.7%; DRD3 agonist: 5.6

How did CCOc1ccc2c(C)c(Cl)c(=O)oc2c1 do in these assays?
EPAC2 antag: 4.6%; D3 antag: -16.3; CCT modulator: -0.4; Akt phos inh: inactive; EPAC2 agonist: 4.4%; PTHR1 agonist: inactive; Mm-Cpn inhibitor: -15.1%; DRD3 agonist: 0.4

Results for Cc1cccc(N2CCN(C(=O)c3ccc4nccnc4c3)CC2C)c1 (centres undefined) ?
EPAC2 antag: 5.0%; D3 antag: 1.3; CCT modulator: -1.4; Akt phos inh: inactive; EPAC2 agonist: 6.9%; PTHR1 agonist: -6.1%; Mm-Cpn inhibitor: 1.2%; DRD3 agonist: 7.8

Results for CC1CC(N(C(=O)c2ccco2)c2ccccc2)c2ccccc2N1C(=O)c1ccco1 (centres undefined) ?
EPAC2 antag: -6.6%; D3 antag: -14.8; CCT modulator: -2.0; Akt phos inh: inactive; EPAC2 agonist: 4.3%; PTHR1 agonist: -66.1%[inhibitor]; Mm-Cpn inhibitor: -0.3%; DRD3 agonist: -8.2

Results for CCN(CC)CCCn1c(C)cc2c(c1=O)C(c1cccc(Cl)c1)C(C#N)=C(N)O2 (centres undefined) ?
EPAC2 antag: 0.0%[57.1 µM]; D3 antag: -27.6; CCT modulator: -1.4; Akt phos inh: inactive; EPAC2 agonist: 3.0%; PTHR1 agonist: -6.0%[57.5 µM]; Mm-Cpn inhibitor: 1.5%; DRD3 agonist: -16.0

Results for COc1ccc(OC)c(S(=O)(=O)NC(=O)C2(C)CCN2C(=O)c2ccco2)c1 (centres undefined) ?
EPAC2 antag: 5.7%; D3 antag: 7.6; CCT modulator: -0.3; Akt phos inh: inactive; EPAC2 agonist: 1.7%; PTHR1 agonist: -0.8%; DRD3 agonist: 11.8

What do the screens show for `Cc1ccc[n+](CC(=O)/C=C2\N(C)c3ccccc3C2(C)C)c1`?
EPAC2 antag: 8.6%; D3 antag: 0.9; CCT modulator: 12.4; Akt phos inh: inactive; EPAC2 agonist: -1.4%; PTHR1 agonist: -3.4%; Mm-Cpn inhibitor: -1.2%; DRD3 agonist: -0.3

How did CCn1nc(C(=O)OCC(=O)c2c[nH]c3ccccc23)c2ccccc2c1=O do in these assays?
EPAC2 antag: 4.6%; D3 antag: 13.6; CCT modulator: -0.1; Akt phos inh: inactive; EPAC2 agonist: 5.1%; PTHR1 agonist: -7.3%[57.5 µM]; Mm-Cpn inhibitor: -4.7%; DRD3 agonist: 1.7

What do the screens show for `COc1cccc(CNCc2cccc(Br)c2)c1OC`?
EPAC2 antag: -7.9%; D3 antag: -11.5; CCT modulator: -0.2; Akt phos inh: inactive; EPAC2 agonist: 11.5%; PTHR1 agonist: inactive; Mm-Cpn inhibitor: 1.8%; DRD3 agonist: -4.7

Results for O=C(CN(C(=O)c1csnn1)c1cccc2c1CCCC2)NC1CCCC1 ?
EPAC2 antag: -2.0%; D3 antag: 6.3; CCT modulator: -1.2; Akt phos inh: inactive; EPAC2 agonist: 8.1%; PTHR1 agonist: inactive; Mm-Cpn inhibitor: 1.4%; DRD3 agonist: -2.4

How did CCCCN1CC(=O)N2[C@H]3c4ccc(OC)cc4OC[C@@H]3[C@H](c3ccccc3)[C@]2(C)C1=O do in these assays?
EPAC2 antag: -17.6%; D3 antag: inconclusive; CCT modulator: -1.3; Akt phos inh: inactive; EPAC2 agonist: 10.4%; PTHR1 agonist: -2.9%; Mm-Cpn inhibitor: 1.6%; DRD3 agonist: -29.9

How did O=c1cc(-c2ccccc2F)nc(-c2ccccc2F)o1 do in these assays?
EPAC2 antag: 5.8%; D3 antag: 7.8; CCT modulator: -2.5; Akt phos inh: inactive; EPAC2 agonist: 5.5%; PTHR1 agonist: -44.5%[inhibitor]; Mm-Cpn inhibitor: 0.3%; DRD3 agonist: 13.2

How did Cc1cccc(N2CCN(C(=S)NCCc3ccccc3)CC2)c1C do in these assays?
EPAC2 antag: -4.7%; D3 antag: -9.0; CCT modulator: -2.6; Akt phos inh: inactive; EPAC2 agonist: 0.3%; PTHR1 agonist: -6.2%; Mm-Cpn inhibitor: 3.2%; DRD3 agonist: 0.2

How did C/C(N)=C(/C#N)C(=O)CSc1cc(Cl)ccc1Cl do in these assays?
EPAC2 antag: -0.4%; D3 antag: -3.0; CCT modulator: -1.3; Akt phos inh: inactive; EPAC2 agonist: -0.5%; PTHR1 agonist: -3.1%; Mm-Cpn inhibitor: -6.0%; DRD3 agonist: 4.3

What do the screens show for `Cn1c(CNC(=O)C2CCC(=O)N(CCc3cccc(F)c3)C2)nc2ccccc21` (centres undefined)?
EPAC2 antag: 0.9%; D3 antag: 0.6; CCT modulator: -0.5; Akt phos inh: inactive; EPAC2 agonist: -0.3%; PTHR1 agonist: 25.5%; Mm-Cpn inhibitor: 3.0%; DRD3 agonist: -7.9

How did CCOC(=O)CCC(NC(=O)c1ccc(CNc2nc3cc(C(F)(F)F)ccc3nc2C(=O)OCC)cc1)C(=O)OCC (centres undefined) do in these assays?
EPAC2 antag: 129.7%[activator]; D3 antag: 0.0; CCT modulator: 0.2; Akt phos inh: inactive; EPAC2 agonist: 7.8%; PTHR1 agonist: 4.5%; DRD3 agonist: 2.3

Only part of the results is shown; the hit share may differ from the screen's.
